High-throughput results deposited in PubChem BioAssay by several laboratories.
IDE act: IDE (human) activation, cell-based; P14735; HEK cells, FAbeta-B cleavage, fluorescence polarization; 0% vehicle, 100% cell-free pure enzyme wells; activation, % at 5.96 µM; actives 0.073% (n = 340,000); AID 493087;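 active means activation above the mean of all tested compounds plus 3 SD, set per screening campaign, cut at about 17% in these data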
Target sequence (P14735 whole entry, looked up): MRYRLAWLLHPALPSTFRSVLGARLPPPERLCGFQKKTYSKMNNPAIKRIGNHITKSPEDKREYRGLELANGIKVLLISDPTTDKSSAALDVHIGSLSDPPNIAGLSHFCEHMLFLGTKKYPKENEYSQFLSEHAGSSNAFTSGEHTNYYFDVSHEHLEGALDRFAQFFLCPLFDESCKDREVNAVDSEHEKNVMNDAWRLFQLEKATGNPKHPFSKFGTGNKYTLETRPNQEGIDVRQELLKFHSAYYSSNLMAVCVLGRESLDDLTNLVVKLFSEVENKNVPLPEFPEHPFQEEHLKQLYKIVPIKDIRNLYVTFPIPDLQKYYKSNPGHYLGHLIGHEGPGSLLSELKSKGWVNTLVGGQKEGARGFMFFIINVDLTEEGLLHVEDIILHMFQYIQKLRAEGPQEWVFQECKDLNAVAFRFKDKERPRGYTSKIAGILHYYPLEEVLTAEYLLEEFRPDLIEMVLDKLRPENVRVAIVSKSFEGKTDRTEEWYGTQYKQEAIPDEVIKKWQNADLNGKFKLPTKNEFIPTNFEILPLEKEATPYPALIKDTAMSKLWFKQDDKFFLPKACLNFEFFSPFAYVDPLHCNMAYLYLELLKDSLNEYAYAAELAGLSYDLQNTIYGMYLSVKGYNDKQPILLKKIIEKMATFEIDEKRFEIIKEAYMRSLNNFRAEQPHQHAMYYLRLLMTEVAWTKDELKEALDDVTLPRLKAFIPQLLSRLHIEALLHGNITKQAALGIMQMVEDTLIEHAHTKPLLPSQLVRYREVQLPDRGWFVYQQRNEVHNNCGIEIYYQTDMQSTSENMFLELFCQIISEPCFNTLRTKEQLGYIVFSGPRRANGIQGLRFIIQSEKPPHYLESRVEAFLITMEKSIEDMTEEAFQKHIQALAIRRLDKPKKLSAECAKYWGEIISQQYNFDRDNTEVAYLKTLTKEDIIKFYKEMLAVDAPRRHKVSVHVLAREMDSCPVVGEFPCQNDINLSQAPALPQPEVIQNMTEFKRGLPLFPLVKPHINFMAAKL
IMP-1 inh: inhibitors of Pseudomonas aeruginosa IMP-1 metallo-beta-lactamase | inhibition, % at 5.6 µM | actives 0.45% (n = 290,000) | purified IMP-1, nitrocefin hydrolysis, epi-absorbance fluorescence | AID 1556;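 active means inhibition above the mean plus 3 SD of all compounds in the same screening run, cut at about 4.5% in these data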;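 further: 0% = IMP-1 with DMSO and 100% = DMSO wells lacking enzyme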
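assay system = purified recombinant IMP-1 metallo-beta-lactamase enzyme | schedule = 15 min preincubation plus 25 min reaction at 25 °C | signal = Epi-absorbance fluorescence, 480 nm excitation, 530 nm emission | read-out basis = percent inhibition from optical density relative to buffer-blank wells | controls = IMP-1 with DMSO as 0%, enzyme-free DMSO as 100%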
pCIP destab: compounds decreasing mouse p/CIP protein stability. decrease of EGFP signal, % at 10 µM. Q05BA5. actives 0.01% (n = 290,000). F442A p/CIP-EGFP cells, EGFP fluorescence, 16 h;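 active means EGFP signal decrease of at least 30% at 10 µM or well 3 SD below plate mean, unless failing retest; inactive means the rest, including hits failing retest or dose response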; further: some compounds called inactive have numbers as strong as hits; many of its hits are not listed in these tables
SUMO HTRF inh: inhibitors of human SUMOylation (UBC9) | AID 2006 | HTRF SUMOylation assay, SAE1/SAE2 + UBC9, in vitro | actives 0.36% (n = 290,000) | inhibition, % at 35 µM | P63279; in the data active means inhibition above about 50%, passing the limit was not always enough; further: strong numbers were not always called active
NS3 helicase inh: blocks Hepatitis C virus NS3 helicase unwinding | NS3 helicase DNA unwinding, Cy5 molecular beacon fluorescence | actives 0.56% (n = 290,000) | inhibition, % at 10.9 µM | AID 1800;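 active means inhibition above the mean of all tested compounds plus 3 SD, set per campaign, cut at about 35% in these data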;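 further: 0% = DMSO wells and 100% = thioflavine S control wells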
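Measured by: Cy5 fluorescence, 0 and 60 min reads / Assay system: NS3 helicase fragment of HCV / Control set: low DMSO, high thioflavine S at 110 µM / Times: 1 h reaction at 25 °C, ATP-initiated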
FID counter: counter-screen for HCV NS3 helicase inhibitors: DNA intercalator displacement; DNA fluorescent intercalator displacement, fluorescence; inhibition, % at 7.9 µM; actives 0.17% (n = 290,000); in the data active means inhibition above about 37%;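 further: 0% = vehicle and 100% = reference compound; higher means more ethidium bromide displaced from hairpin DNA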
VIM-2 inh: blocks Pseudomonas aeruginosa VIM-2 metallo-beta-lactamase. purified VIM-2, nitrocefin hydrolysis, epi-absorbance fluorescence. inhibition, % at 5.6 µM. actives 0.89% (n = 290,000). AID 1527;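 active means inhibition above the mean of all tested compounds plus 3 SD, cutoff set per screening run, cut at about 7.5% in these data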;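 further: red hydrolysis product quenches plate fluorescence so inhibitors raise well fluorescence; 0% = enzyme with DMSO and 100% = DMSO without enzyme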
IDE cell inh: inhibitors of human insulin-degrading enzyme in cells; inhibition, % at 5.59 µM; HEK cells, FAbetaB cleavage, fluorescence polarization; actives 0.41% (n = 320,000); AID 434962;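 active means percent inhibition above the average of all tested compounds plus 3 SD, set per screening campaign, cut at about 16% in these data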;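 further: IDE supplied by intact live HEK cells; FP after avidin binding of uncleaved biotin substrate so inhibition keeps polarization high; 0% = DMSO wells and 100% = 60 µM reference IDE inhibitor Ii1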
PfM18AAP inh: blocks P. falciparum M18 aspartyl aminopeptidase; actives 1.2% (n = 290,000); inhibition, % at 7.35 µM; recombinant PfM18AAP, H-Glu-NHMec fluorogenic cleavage; AID 1822;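 active means inhibition above the campaign mean inhibition over all tested compounds plus 3 SD, cut at about 28% in these data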;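 further: 0% = plate median of test compound wells and 100% = 2 mM ZnCl2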
Numbers without * were called inactive; / = no result given.

SMILES	IDE act	IMP-1 inh	pCIP destab	SUMO HTRF inh	NS3 helicase inh	FID counter	VIM-2 inh	IDE cell inh	PfM18AAP inh
Cc1cccc(C2c3[nH]c4ccccc4c3CCN2C(=O)Cc2nc(-c3ccccc3)n[nH]2)n1 (stereo not given)	-2	-3.1	2	-11	-7	-18	-2.7	5	9
CCS(=O)(=O)c1ccc(C(=O)NC2CC2)c(Cl)c1Cl	-2	-2.9	-2	-17	13	-1	-1.9	0	-12
COc1cccc(C2=NOC(C(=O)NCc3ccccc3)C2)c1 (stereo not given)	0	-2.3	-2	31	-7	-13	-5.9	-4	6
O=C1CCCC(=O)N1c1ccc(N2CCN(c3ccccc3)CC2)c([N+](=O)[O-])c1	7	-4.9	-7	2	-1	-13	-1.8	5	-4
Cc1ccsc1C(=O)OCC(=O)N1CCN(C(=O)c2ccco2)CC1	6	-2.1	4	-25	-8	-7	-1.3	-5	0
CC(C)C(=O)Nc1cccc(NC(=S)NC(=O)C(c2ccccc2)c2ccccc2)c1	8	0.1	4	-30	-13	-13	-1.8	6	4
Cc1cccc(NC(=O)C2CCN(S(=O)(=O)c3cccs3)CC2)n1	-1	-4.3	3	-8	-4	-11	-1.9	6	10
Cn1c(SCc2ccc(F)cc2)nnc1-c1cccs1	1	1.7	-18	17	-6	-12	0.8	-2	-3
CC(C)CCn1c(-c2nonc2N)nc2ccccc21	2	-1.8	-9	-4	3	-6	-2.0	11	-4
CCCCCOC(=O)C1=C(C)NC(=O)NC1c1ccc(N(C)C)cc1 (stereo not given)	0	-2.8	-9	12	-1	-34	-1.3	0	10
CC(=O)C(=Cc1ccc(C(=O)O)cc1)C(C)=O	-1	0.6	-12	18	1	0	-0.5	-1	1
CC1=C(C(N)=O)C(c2ccccc2F)n2nc(CCCO)nc2N1 (stereo not given)	6	-1.5	-2	12	9	-6	-0.4	-2	-10
COc1ccc(OC)c2[nH]c(=O)c(CCNC(=O)c3ccc4c(c3)OCO4)cc12	3	-1.6	-6	-1	0	-26	-1.1	1	-3
OC(COc1ccc2c(c1)OCO2)CN1CCN(c2ccccc2)CC1 (stereo not given)	-3	-2.4	8	8	-9	4	-1.4	7	-4
O=C(Cc1ccc(F)cc1)N/N=C/c1ccc2c(c1)OCO2	2	-1.9	3	13	0	-2	-0.6	4	-14
O=C(OCC1CCNCC1)c1ccc2c(c1)OCO2	3	-2.9	1	3	7	2	-1.2	/	1
COc1ccc(C)cc1NC(=O)C1CCCN1S(=O)(=O)c1ccc2c(c1)CCC(=O)N2 (stereo not given)	7	-2.2	-5	10	-2	-21	-4.2	6	-4
COc1ccccc1NC(=O)NC1CCCc2ccccc21 (stereo not given)	-1	-2.4	-12	11	1	-8	-2.1	-7	-4
COc1ccc(CNC(=O)CN(C(=O)CCC(=O)Nc2ccccn2)c2ccc(C)cc2)cc1	3	-4.0	-3	1	-4	-39	-2.6	-5	0
CCOC(=O)N1CCC(NC(=O)CS(=O)Cc2nc(-c3ccc(Cl)cc3)oc2C)CC1 (stereo not given)	-2	-0.8	3	-6	16	-45	-1.0	1	-17
CC(NCc1ccccc1OC1CCCC1)c1ccccc1 (stereo not given)	-4	-0.8	-12	-2	-45	18	-1.4	1	-4
CCOc1ccccc1NS(=O)(=O)c1cc2c3c(c1)CC(=O)N3CCC2	3	-2.3	-8	6	0	-14	-0.8	-6	-8
COc1ccc(NC(=O)N2Cc3ccccc3CC2C(=O)NC(C)(C)C)cc1 (stereo not given)	0	0.3	-13	1	-2	-9	-1.4	7	-8
Cc1ccc(-c2csc(Nc3ccccn3)n2)cc1	-5	-3.1	-4	-7	-8	-2	-1.8	-1	7
Cc1ccc(N(C(=O)Cc2cccs2)C(C(=O)NC2CCCCC2)c2ccccn2)cc1C (stereo not given)	5	-0.1	-1	-9	-5	-45	-1.6	-2	1
Oc1ccc(N2CCN(C(c3ccncc3)c3nnnn3C3CCCC3)CC2)cc1 (stereo not given)	2	-1.6	3	4	0	2	-1.0	-10	37*
COc1cc2c(cc1OC)C(C(=O)N1CCOCC1)C(c1cccs1)N(C)C2=O (stereo not given)	-4	-3.1	-6	27	-1	-3	-3.9	1	-1
N#Cc1c(SCC(=O)OCc2ccccc2)nsc1SCC(=O)OCc1ccccc1	2	-3.4	-6	-2	-6	-9	-3.0	3	6
O=C(COc1ccc2c3c(c(=O)oc2c1)CCC3)NCC1CCC(C(=O)O)CC1 (stereo not given)	6	0.3	-12	14	7	-38	6.8	-15	1
COc1ccccc1NC(=O)COC(=O)C1CC1	2	-1.7	5	-4	9	-2	-2.5	-1	0
COc1ccc(NS(=O)(=O)c2ccc3c(c2)N(C(C)=O)CCS3)cc1	5	-0.1	-4	11	-1	-14	-1.6	2	2
COC(=O)C1C(=O)OC(C)(C)C1C(C)C(=O)c1ccccc1 (stereo not given)	1	1.1	-3	4	14	-26	-4.7	-2	-6
CCOc1ccc(NC(=O)c2sccc2-n2cccc2)cc1	-3	-0.9	1	-2	4	-12	-1.8	2	0
COC(=O)C1=C(C)N(C(C)C)C(=O)C1(NC(C)=O)C(F)(F)F (stereo not given)	1	2.5	-16	-13	4	3	-1.9	2	0
O=C(CSc1ccsc1[N+](=O)[O-])NCc1ccccc1	1	-2.7	-8	15	9	3	-0.6	-2	1
Cc1cccc(C(=O)NCCC(=O)Nc2nc(C)c(Cc3ccc4c(c3)OCO4)s2)c1	6	-3.3	0	2	3	-6	-1.8	4	7

Single records (already shown).
`Cc1cccc(C(=O)NCCC(=O)Nc2nc(C)c(Cc3ccc4c(c3)OCO4)s2)c1` reads IDE act: 6; IMP-1 inh: -3.3; pCIP destab: 0; SUMO HTRF inh: 2; NS3 helicase inh: 3; FID counter: -6; VIM-2 inh: -1.8; IDE cell inh: 4; PfM18AAP inh: 7
`Oc1ccc(N2CCN(C(c3ccncc3)c3nnnn3C3CCCC3)CC2)cc1` (stereo not given) reads IDE act: 2; IMP-1 inh: -1.6; pCIP destab: 3; SUMO HTRF inh: 4; NS3 helicase inh: 0; FID counter: 2; VIM-2 inh: -1.0; IDE cell inh: -10; PfM18AAP inh: 37*

(continued)
SMILES	IDE act	IMP-1 inh	pCIP destab	SUMO HTRF inh	NS3 helicase inh	FID counter	VIM-2 inh	IDE cell inh	PfM18AAP inh
COC(=O)CSc1nc2c(c(-c3ccc(C)o3)c1C#N)CCCC2	-3	-1.1	1	14	6	-1	-2.2	-1	-4
CCOC(CNC(=O)C1CCN(S(=O)(=O)c2ccc3nc4c(c(C(=O)O)c3c2)CCCCC4)CC1)OCC	6	-4.7	-11	/	0	-39	-2.7	2	-6
O=C(/C=C/c1cccnc1)c1ccc(NC(=O)c2cccc(Br)c2)cc1	-17	-2.1	-5	35	-4	0	-5.5	8	9
NC(=O)C1CCN(C(=O)c2ccccc2CCc2ccccc2)CC1	7	-3.2	11	2	1	-19	-2.8	/	1
Cc1ccc(C(=O)N/C(=C\c2ccco2)C(=O)N2CCCCC2)cc1	3	-3.0	-5	14	20	-36	-2.3	3	25
Cc1ccc2cc(C#N)c(SCC(=O)N3CCCC3)nc2c1	6	-0.5	1	0	-4	-18	-0.4	2	1
O=C(CCS(=O)(=O)c1ccc2c(c1)NC(=O)CS2)NCc1ccccc1Cl	-2	-4.3	-11	0	3	-25	-3.3	5	0
COc1ccc(C2SCC(=O)N2c2ccc(OC)cc2)cc1 (stereo not given)	5	-2.7	6	-15	-5	-15	-1.0	2	2
CN1/C(=C\C(=O)COC(=O)c2ccc(O)cc2)C(C)(C)c2ccccc21	-2	-1.5	-29	0	-11	-22	-0.5	5	0
C=CCN1C(=O)c2cccc3c(Br)ccc(c23)C1=O	2	-1.6	-3	24	0	1	-0.7	2	0
CNc1nnc(-c2ccc(N(C)C)cc2)s1	-2	-2.5	-11	12	3	-1	-3.6	-7	7
COc1cc(C2CC(=O)Nc3c2c(=O)nc2c(C)cccn32)cc(OC)c1OC (stereo not given)	9	-1.5	2	-2	-4	-9	1.4	0	0

Next part (two carried over from the part before).
SMILES	IDE act	IMP-1 inh	pCIP destab	SUMO HTRF inh	NS3 helicase inh	FID counter	VIM-2 inh	IDE cell inh	PfM18AAP inh
CNc1nnc(-c2ccc(N(C)C)cc2)s1	-2	-2.5	-11	12	3	-1	-3.6	-7	7
COc1cc(C2CC(=O)Nc3c2c(=O)nc2c(C)cccn32)cc(OC)c1OC (stereo not given)	9	-1.5	2	-2	-4	-9	1.4	0	0
Cc1ccc(S(=O)(=O)N2CCN(S(=O)(=O)N3CCC(C)CC3)CC2)c(C)c1	-4	-1.9	3	2	6	-31	-0.6	-1	0
O=C(CSc1nnc(NC(=O)C2CC2)s1)Nc1ccc2c(c1)OCCO2	-1	-3.3	-1	4	1	2	-4.6	6	1
CCOC(=O)CSc1nnc(NC(=O)CCc2ccccc2)s1	9	-1.9	13	-10	3	-18	-1.6	1	6
COc1cccc(OCc2cc(C(=O)N3CCN(C(=O)c4ccco4)CC3)no2)c1	4	-1.2	5	-13	-5	-47	1.1	3	-4
CCCc1nnc(SCC(=O)N2CCOCC2)n1CCCOC	5	-1.3	-8	30	4	1	-0.2	2	3
Cc1ccc(C(c2nnnn2Cc2cccs2)N2CCN(Cc3ccc4c(c3)OCO4)CC2)cc1 (stereo not given)	10	-1.8	-16	-6	-5	4	-1.3	2	-8
CC(=O)O[C@H]1C(=O)[C@@]2(C)[C@H]([C@H](OC(=O)c3ccccc3)[C@]3(O)C[C@H](OC(=O)[C@H](O)C(NC(=O)c4ccccc4)c4ccccc4)C(C)=C1C3(C)C)[C@]1(OC(C)=O)CO[C@@H]1C[C@@H]2O (stereo not given in full)	5	/	-14	-5	/	/	/	5	/
COc1ccc(NC(=O)/C=C/c2ccccc2)cn1	1	-1.2	-5	-5	-9	-1	-0.1	2	1
COc1ccc(OC2C(=O)N(CCc3ccc(OC)c(OC)c3)C2c2ccc3c(c2)OCO3)cc1 (stereo not given)	0	-0.6	-13	-3	-15	-41	1.0	3	-13
COc1cccc2[nH]c3c(N4CCC(C(N)=O)CC4)ncnc3c12	0	-1.0	-1	22	10	14	7.3	0	-2
O=C(Nc1nnc(C2CCCCC2)s1)C1CC(=O)N(c2ccccc2)C1 (stereo not given)	-2	-1.8	-5	13	15	-46	-4.1	5	7
Cn1c(C(=O)N2CCc3ccccc3C2)cc2c(=O)n3ccccc3nc21	6	1.0	-5	47	-10	-19	4.6	2	-11
CC1(C(=O)N(CC(=O)NC2CCCC2)C2CCCC2)CC(=O)N=C2C=CC=CN21 (stereo not given)	3	-3.6	1	8	4	3	-3.4	-5	-1
S=C(Nc1ccc(Cl)cc1)NC1CC2CCCC(C1)N2C1CC1 (stereo not given)	2	-1.9	-3	-13	-12	16	0.9	-2	-7
CCCCn1c(N)c(N(CCC(C)C)C(=O)c2ccc([N+](=O)[O-])o2)c(=O)[nH]c1=O	3	-2.8	12	5	1	-11	-2.9	2	-1
O=C(O)CN1C(=O)c2cccc(Oc3ccc(Cl)cc3)c2C1=O	5	12*	5	-10	1	-14	-0.3	4	-6
CCN1/C(=C\C(C)=O)Sc2ccc(OC)cc21	3	3.1	3	11	6	0	2.7	1	8
CCNc1nc(NOC)nc(OCC#N)n1	1	-1.3	-7	4	-1	-1	-0.3	0	1

Compounds were not picked by outcome; 3.6% or so of the library scored in one or more.
